# From PubChem
# GSIS activator – GLuc luminescence reporter in INS-1E cells, primary screen for activators of glucose-dependent secretion of insulin; AID 743287; activation, % at 16.6 µM; INS-1E GLuc reporter insulin secretion, 2-3 h; hit rate 0.61% among 370,000;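 active = lowest replicate activation of at least 40%, so every replicate reaches that level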;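 note: 0% = median of neutral control wells and 100% = median of IBMX positive control wells; some compounds called inactive have numbers as strong as hits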
# ARNT-TACC3 inh – disruptors of human ARNT/TACC3 interaction; Q9Y6A5; AlphaScreen His-ARNT PAS-B/GST-TACC3 binding, luminescence; TACC3 fragment carries E629A point mutation; inhibition, % at 9.99 µM; hit rate 0.66% among 390,000;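 active = mean inhibition of replicates at least 50% and at least half of replicates each reaching 50%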;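 note: 0% = complete ARNT plus TACC3 wells and 100% = ARNT alone without TACC3; many hits fall short of the cut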
# Cneo AK release – Cryptococcus neoformans lysis via adenylate kinase release; C. neoformans lysis, adenylate kinase release luminescence, 4 h; normalised: neutral wells 0, clomiphene wells 100; lysis activity, % at 15 µM; hit rate 0.2% among 360,000;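 active = mean lysis activity across replicates of at least 80%, whatever share of replicates individually reach that level; inactive = mean lysis activity below 80%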
#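 Material: C. neoformans cells; Schedule: 4 h static compound exposure, 37 °C, read 1 h post-reagent; Measured by: adenylate kinase release luminescence; Read-out: signal increase indicating cell lysis; Controls: Clomiphene as positive lysis control.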
# LGR2 antag – inhibitors of bursicon-induced Drosophila LGR2 receptor cAMP signaling | inhibition, % at 9.99 µM | hit rate 0.35% among 380,000 | HEK293 LGR2, CRE-luciferase, bursicon-stimulated, 4 h;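 active = drop in luminescence signal, shown as inhibition above about 50% in the replicate tests, limit read from the data, passing the limit was not always enough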;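 note: agonist challenge used bursicon conditioned medium at about half maximal strength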
# C2C12 statin – suppressors of simvastatin-induced myotoxicity in C2C12 myotubes. ATP luminescence, 48 h; scaled: DMSO 0, geranylgeraniol control 100. rescue of ATP level, % at 7.49 µM. hit rate 0.78% among 330,000. AID 602340;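 active = mean ATP rescue above about 67%, or every replicate alone reaching that limit, limit read from the data, passing the limit was not always enough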;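 note: myotubes were challenged with 10 µM simvastatin during compound exposure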
# PGC1a acetyl inh – modulators of PGC1a acetylation; U2OS PGC1a acetylation, AlphaScreen anti-acetyl-lysine; with virally co-expressed GCN5 acetyltransferase; inhibition, % at 15.6 µM; hit rate 0.17% among 350,000;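 active = every replicate shows inhibition of at least 40%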;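 note: 0% = neutral control wells and 100% = positive control wells; some results beyond the cut were filed as inactive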
# PglD inh – blocks C. jejuni PglD acetyltransferase activity; purified PglD enzyme, DTNB colorimetric CoA detection; inhibition, % at 12.5 µM; hit rate 0.098% among 360,000; AID 602405; in the data active = inhibition above about 16%, passing the limit was not always enough; note: strong numbers were not always called active
# PAX8 inh HTS – lowers PAX8-driven luciferase in RMG-I cells; RMG-I TPO-luciferase reporter, SteadyGlo, 24 h; inhibition, % at 12.6 µM; hit rate 1.2% among 360,000;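 active = mean replicate inhibition at least 60% with every replicate also reaching 60%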;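 note: luciferase light reporting Pax8 driven TPO promoter activity; plate controls were median of neutral control wells for no effect and mitoxantrone controls for full effect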
# An asterisk follows results filed as active; · = no result given.
cpd	molecule	GSIS activator	ARNT-TACC3 inh	Cneo AK release	LGR2 antag	C2C12 statin	PGC1a acetyl inh	PglD inh	PAX8 inh HTS
1	Cc1noc(C)c1S(=O)(=O)Nc1ccc2c(c1)C(=O)N([C@@H](C)CO)C[C@H](C)[C@@H](CN(C)C(=O)Nc1ccccc1)OCCCC[C@H](C)O2	-22.9	1.9	-3.3	-19.3	·	-7.0	8.9	5.5
2	COc1ccc(-n2nc3c(=O)[nH][nH]c3cc2=O)cc1	-9.7	·	2.8	33.5	-11.2	9.6	-1.2	17.7
3	O=C(NNC(=O)c1ccc2c(=O)n3c(nc2c1)CCC3)c1ccc(Cl)cc1	-1.9	0.6	0.0	-3.0	3.9	4.3	-0.3	-4.7
4	O=C(c1ccc(S(=O)(=O)N2CCC(c3nc4ccccc4s3)CC2)cc1)N1CCCCC1	7.2	-6.9	1.9	8.9	-1.6	18.5	-1.3	·
5	CCCC(=O)Nc1ccc2c(c1)OC[C@@H](C)N(Cc1cccc(F)c1)C[C@@H](C)[C@H](OC)CN(C)C2=O	-25.1	6.4	-3.6	-9.0	33.2	4.3	-0.4	3.2
6	O=C(Cc1ccccc1)N[C@@H]1CC[C@H](CC(=O)N2CCOCC2)O[C@@H]1CO	7.3	·	4.5	-26.7	1.2	4.6	4.2	-10.2
7	CCCC(C)c1nnc(NC(=O)COc2ccc3c(c2)OCO3)s1 (configuration not stated)	-0.2	-0.6	-0.6	-13.9	-8.3	-5.4	-2.5	-5.1
8	Cc1nn(-c2ccccc2)c(C)c1NC(=O)COc1ccc(Br)cc1Cl	-6.3	-3.3	-0.2	-21.4	·	·	7.7	5.5
9	O=C(O)c1ccccc1NC(=O)C1CCN(S(=O)(=O)c2cccc3nsnc23)CC1	5.3	1.1	1.0	7.8	9.2	·	-0.5	-0.6
10	CCN(Cc1ccccc1)C(=O)c1c(-c2ccccc2Cl)noc1C	-15.1	2.1	-0.4	-18.4	18.4	·	6.8	31.1
11	Cc1cccc(OC(C)C(=O)NC2CCS(=O)(=O)C2)c1C (configuration not stated)	·	-5.6	-1.2	·	-3.2	·	-1.5	·
12	COc1cc(/C=N/NC(=O)CNC(=O)/C=C/c2ccco2)cc(OC)c1OC	28.4	4.5	-2.6	-8.6	-4.1	·	1.1	18.8
13	CCOC(=O)c1c(NC(=O)C(C)N2CCN(C(=O)c3ccco3)CC2)sc2c1CCCC2 (configuration not stated)	·	1.4	2.9	·	-2.2	0.7	0.0	·
14	Cc1noc(C)c1S(=O)(=O)Nc1ccc2c(c1)C(=O)N([C@@H](C)CO)C[C@H](C)[C@H](CN(C)S(=O)(=O)c1ccc(F)cc1)OCCCC[C@H](C)O2	-13.6	5.9	47.0	8.3	·	-16.4	-3.0	-22.1
15	COc1cccc(C(=O)NC(=S)Nc2cccnc2)c1	13.7	-1.2	·	-57.2	·	·	·	-49.3
16	COc1ccc(C2=Nn3c(nnc3-c3ccccc3OC)SC2)cc1OC	·	17.6	-0.7	·	-25.4	15.3	5.1	·
17	CCOc1ccccc1Nc1ccc2nonc2c1[N+](=O)[O-]	9.9	1.0	0.0	-10.7	10.3	15.8	-3.7	2.0
18	Cc1ccsc1/C=N/n1c(-c2cccnc2)n[nH]c1=S	·	-2.4	-1.4	·	12.7	·	-0.2	·
19	CS(=O)(=O)Nc1ccc2c(c1)[C@@H]1C[C@H](CC(=O)NCCN3CCCCC3)O[C@H](CO)[C@@H]1O2	17.9	-5.2	2.3	-59.2	2.8	3.0	4.2	-26.0
20	Cc1ccc(C(=O)N(CCN2CCCCC2)CC2CCCN(C3CCCC3)C2)s1 (configuration not stated)	-6.0	13.6	1.4	19.9	·	-3.5	-0.3	-98.1
21	O=c1c2nncn2c2cc(C(F)(F)F)ccc2n1CCNc1ncc(C(F)(F)F)cc1Cl	-9.2	3.6	-3.2	1.2	32.8	-21.2	-5.8	21.6
22	CC(=O)Oc1ccccc1-n1c(C)nc(=O)c(-c2ccccc2)c1C	·	·	0.5	·	·	0.0	3.6	4.1
23	CCN(CC(=O)Nc1ccc(NC(C)=O)cc1)C(=O)/C=C/c1ccc([N+](=O)[O-])cc1	-6.1	-3.3	·	-16.0	-6.0	·	·	26.8
24	CCNC(=S)N1CCn2cccc2C1c1ccc(F)cc1 (configuration not stated)	-15.9	-1.3	·	21.1	·	-6.7	·	-18.0
25	Cc1noc(C)c1NC(=O)N(C)C[C@H]1Oc2c(NS(=O)(=O)c3ccc(Cl)cc3)cccc2C(=O)N([C@H](C)CO)C[C@H]1C	-1.3	-1.4	3.6	4.9	·	-7.1	1.0	·
26	Cc1csc(NC(=O)CCc2nc3ccccc3s2)n1	·	4.8	3.6	·	-13.1	3.0	-5.5	·
27	COc1ccc(NC(=O)CN(C)S(=O)(=O)c2cccc3cccnc23)cc1	-0.6	-8.4	-1.5	10.5	6.0	10.2	4.5	-1.6
28	CCc1ccc(N=CC2=C(O)CC(c3ccco3)CC2=O)cc1 (configuration not stated)	·	-2.3	-3.1	·	-16.0	-3.4	-3.3	·
29	Cn1nc(C(C)(C)C)cc1C(=O)N1CCCCC1c1cc(C(=O)N2CCOCC2)no1 (configuration not stated)	8.9	·	-0.8	4.4	5.3	-2.6	-8.2	10.3
30	O=C(Nc1cccc(NC(=O)c2ccc([N+](=O)[O-])o2)c1)c1ccco1	-9.3	·	-0.2	6.3	47.8	·	3.1	92.2*
31	O=c1ccccn1Cc1ccccc1F	-8.6	-0.7	3.5	-0.3	3.1	·	3.7	·
32	COc1cccc(CNc2ccc(S(=O)(=O)N3CCN(C)CC3)cn2)c1	8.8	-2.3	-0.7	-2.2	-6.6	-3.7	-2.4	-14.9
33	Cc1c(-c2ncn[nH]2)sc(C#N)c1-c1ccccc1	6.4	-4.1	-0.2	-27.9	1.3	5.1	-2.6	11.9
34	CC(NC(=O)c1cccc(C(F)(F)F)c1)C(c1ccccc1)N1CCOCC1 (configuration not stated)	-5.0	-3.3	·	10.0	·	-3.0	·	1.6
35	Cc1ccc(S(=O)(=O)NCCC(=O)NNC(=O)COc2ccc(Br)cc2)cc1C	-25.2	1.2	0.8	-1.6	-3.8	28.0	-4.4	3.2
36	CC(=O)Nc1ccc(NC(=O)CSc2ccccn2)cc1	-6.1	·	19.8	2.9	-13.0	4.5	-1.7	-1.8
37	Cc1noc(C)c1C(=O)OC(C)C(=O)N1CCc2ccccc21 (configuration not stated)	40.0	3.5	1.8	0.3	11.8	6.9	-0.6	5.9
38	C(=Cc1c[nH]c2ccccc12)c1nccc2ccccc12	4.7	3.8	-1.2	94.1*	-0.3	1.8	2.4	-1.6
39	O=C(/C=C/Nc1ccc(F)cc1)c1ccc(Br)cc1	-6.2	-2.0	-0.6	-41.0	·	-3.2	-3.2	-220.0
40	CC(C)(COC(=O)c1ccccc1)N1CC2CCC(C1)O2	2.7	-6.1	·	-59.2	·	·	·	-147.1
41	CCOC(=O)Cc1cn(C(=O)OC(C)(C)C)c2ccccc12	-8.5	-2.2	0.3	0.9	-1.7	-12.0	12.9	-3.2
42	Cc1sc2ccccc2[n+]1CC(=O)c1ccccc1	·	-1.2	0.3	·	5.3	-7.3	0.3	·
43	Cc1cccc(-c2cnc(C(O)c3ccc4ccccc4c3)[nH]2)c1 (configuration not stated)	-5.2	·	-1.0	-1.5	2.1	·	-8.2	-1.3
44	CCc1ccc(C(=O)NNc2ccc(S(N)(=O)=O)cc2)cc1	10.4	-3.4	3.2	-11.7	-0.8	8.8	3.2	-30.1
45	O=C(c1cccc(Br)c1)c1cn(-c2ccccc2)nc1C(=O)c1ccccc1	·	5.0	-0.7	·	-6.3	·	4.2	3.5
46	Cc1occc1-c1nnc(SCC(=O)c2cc3ccccc3oc2=O)o1	·	2.3	1.2	·	-0.9	-10.6	0.0	·
47	COc1cc(NC(=O)c2ccc(COc3ccccc3Br)o2)cc(OC)c1OC	·	2.8	2.5	·	1.5	1.3	-1.7	·
48	COc1ccccc1NC(=O)Cc1nnc(SCC(=O)Nc2nccs2)n1C	8.4	·	-1.0	8.3	33.2	·	0.5	-0.5
49	C[C@H](CO)N1C[C@H](C)[C@H](CN(C)Cc2ccccn2)Oc2ncc(-c3cccc(F)c3)cc2C1=O	0.7	15.1	2.0	-23.4	-22.3	-3.5	-1.9	-14.2
50	O=C(Cn1cnc2ccccc2c1=O)NCCC(=O)Nc1ccc2c(c1)OCO2	7.1	-0.8	·	-0.8	·	12.0	·	2.7
51	CNn1cnc2ccsc2c1=O	-17.4	5.3	·	3.9	·	·	·	8.4
52	CN(Cc1ccccc1)c1ncnc2sccc12	-13.1	-10.5	-2.5	6.9	0.7	7.3	-1.9	9.2
53	COc1cc(C(=S)N2CCOCC2)cc(OC)c1OC(=O)c1ccccc1[N+](=O)[O-]	-8.1	3.3	2.7	-11.5	1.8	21.2	-4.8	-26.0
54	O=C(COC(=O)CSc1cc(Cl)ccc1Cl)Nc1ncc(C(F)(F)F)cc1Cl	8.0	-17.7	-1.2	7.9	·	·	-2.6	40.0
55	Cc1ccccc1-c1cnc2c(c1)C(=O)N([C@H](C)CO)C[C@H](C)[C@H](CN(C)C(=O)CC1CC1)O2	1.9	-0.1	2.7	6.2	2.3	-7.0	6.4	-7.9
56	CC1(C)Cc2cccc(OCC(=O)OCC(=O)Nc3cccc(S(N)(=O)=O)c3)c2O1	-2.1	-3.6	·	-24.7	1.8	8.5	·	-6.3
57	CCOC(=O)c1nn(-c2cccc(Cl)c2)c(C)c1C(C)=O	13.6	-9.1	0.4	·	123.2*	2.8	-1.3	-24.3
58	COC(=O)c1nnn(CC(=O)Nc2cccc(Cl)c2)c1C(=O)OC	·	-6.6	-5.8	·	·	0.8	1.7	6.8
59	C/C(CC1(O)C(=O)Nc2ccccc21)=N\O (configuration not stated)	23.6	-1.1	5.8	-4.3	-0.9	·	1.1	·

# Fetched one by one from the entries so far:
cpd	molecule	GSIS activator	ARNT-TACC3 inh	Cneo AK release	LGR2 antag	C2C12 statin	PGC1a acetyl inh	PglD inh	PAX8 inh HTS
49	C[C@H](CO)N1C[C@H](C)[C@H](CN(C)Cc2ccccn2)Oc2ncc(-c3cccc(F)c3)cc2C1=O	0.7	15.1	2.0	-23.4	-22.3	-3.5	-1.9	-14.2
51	CNn1cnc2ccsc2c1=O	-17.4	5.3	·	3.9	·	·	·	8.4
35	Cc1ccc(S(=O)(=O)NCCC(=O)NNC(=O)COc2ccc(Br)cc2)cc1C	-25.2	1.2	0.8	-1.6	-3.8	28.0	-4.4	3.2
55	Cc1ccccc1-c1cnc2c(c1)C(=O)N([C@H](C)CO)C[C@H](C)[C@H](CN(C)C(=O)CC1CC1)O2	1.9	-0.1	2.7	6.2	2.3	-7.0	6.4	-7.9
45	O=C(c1cccc(Br)c1)c1cn(-c2ccccc2)nc1C(=O)c1ccccc1	·	5.0	-0.7	·	-6.3	·	4.2	3.5
